DYRK1A inh – inhibitors of rat Dyrk1A kinase; Q63470; inhibition, % at 12.5 µM; ADP-Glo luminescence, NFATc1 peptide; 310,000 compounds, 0.43% hits; AID 504441; in the data active = inhibition above about 50%;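 note: plate controls were vehicle with enzyme for no effect and no enzyme for full effect; many of its hits are not listed in these tables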
KCNK3 inh – human KCNK3 channel inhibition, primary screen; CHO-KCNK3 thallium flux, FluxOR fluorescence; hits give low values; 340,000 compounds, 0.84% hits; B-score at 10 µM; O14649;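 active = B-score under library mean minus 4 SD, starting fluorescence ratio at most library mean plus 5 SD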;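 note: more negative B-score means stronger inhibition of thallium flux through KCNK3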
hERG rescue – hERG (human) protection from proarrhythmic block | AID 1511 | 310,000 compounds, 0.51% hits | Q12809 | activation (rescue from dofetilide block), less the hit threshold, % at 10 µM | CHO-hERG, FluxOR thallium flux, dofetilide IC70 present;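 active = activation above the mean of controls blocked by dofetilide plus 5 SD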;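 note: thallium influx through hERG after potassium depolarization seen as dye fluorescence rise; in these data hits start at about 4.7%; inactives centre near -7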
RGS4 inh – inhibitors of human RGS4 | HEK293 M3R/RGS4 inducible, Fluo-4 calcium flux; hits give high values; triggered by carbachol at its EC20 | B-score at 10 µM | 310,000 compounds, 0.45% hits | AID 463165;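 active = B-score, a plate-corrected calcium signal, over three deviations above library mean, with baseline fluorescence within five deviations of library mean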;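 note: RGS4 expression induced by doxycycline in cells with stable M3 receptor; B-score is computed from the integrated fluorescence ratio over baseline after carbachol; higher B-score means a larger calcium signal and so more RGS4 inhibition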
KCNQ1 pot – potentiators or activators of human KCNQ1 potassium channel; B-score at 10 µM; P51787; CHO-K1 KCNQ1, thallium flux FluxOR fluorescence; hits give high values; AID 2648; 310,000 compounds, 0.35% hits;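 active = fluorescence ratio B-score, a plate-corrected score, at least three library SD, with initial intensity B-score within 5 SD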
Target sequence (P51787 whole entry, looked up): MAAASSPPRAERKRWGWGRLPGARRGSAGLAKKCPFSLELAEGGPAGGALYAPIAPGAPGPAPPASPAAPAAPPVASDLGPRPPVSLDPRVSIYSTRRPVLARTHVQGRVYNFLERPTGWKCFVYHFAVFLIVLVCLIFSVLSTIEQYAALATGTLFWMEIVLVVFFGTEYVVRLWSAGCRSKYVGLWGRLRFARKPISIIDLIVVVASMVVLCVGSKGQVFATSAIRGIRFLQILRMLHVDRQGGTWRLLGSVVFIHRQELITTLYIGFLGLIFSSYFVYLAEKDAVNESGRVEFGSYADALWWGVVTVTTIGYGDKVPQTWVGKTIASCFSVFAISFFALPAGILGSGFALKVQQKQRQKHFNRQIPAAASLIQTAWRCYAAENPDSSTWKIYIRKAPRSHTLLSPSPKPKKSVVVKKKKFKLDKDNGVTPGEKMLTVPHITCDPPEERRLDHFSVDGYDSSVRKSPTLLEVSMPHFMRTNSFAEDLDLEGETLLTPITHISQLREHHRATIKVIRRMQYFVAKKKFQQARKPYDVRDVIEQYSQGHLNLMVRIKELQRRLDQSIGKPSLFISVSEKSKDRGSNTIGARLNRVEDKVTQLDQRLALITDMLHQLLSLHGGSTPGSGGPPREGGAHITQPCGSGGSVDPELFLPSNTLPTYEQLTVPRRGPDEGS
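Medium – assay buffer, equal DMSO in all wells · Material – CHO-K1 cell line with stable KCNQ1 potassium channel expression · Signal – kinetic FluxOR thallium fluorescence, 10-s 1-Hz baseline, 110-s post-stimulus read · Compound – single concentration per compound, DMSO matched to controls · Schedule – 37 °C overnight plating, 90-min dark dye load, 20-min compound pretreatment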
PolyA inh – inhibitors of polyadenylation in S. cerevisiae; 300,000 compounds, 0.02% hits; S. cerevisiae SKY197-pL101 polyadenylation reporter, beta-gal luminescence; efflux-impaired pdr1/pdr3 knockout yeast; score 100 = 6 SD above DMSO; calls only at 12 µM;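 active = lowest replicate activity score at least 50, where 100 means six control SD above control mean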;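 note: yeast exposed to compound for 9 h at 30 °C; higher score means more reporter readthrough which indicates perturbed polyadenylation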
KCNK9 block – inhibitors of human KCNK9 two-pore domain potassium channel; HEK293 KCNK9, FluxOR thallium flux fluorescence; hits give low values; B-score at 10 µM; 310,000 compounds, 1.2% hits; AID 488922;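 active = ratio B-score over 3 SD below the library mean, with starting fluorescence within 5 SD of its mean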;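 note: negative B-score means less thallium flux so channel inhibition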
RGS4 act – RGS4 potentiation or activation; HEK293 M3R/inducible RGS4, carbachol calcium flux Fluo4; hits give low values; B-score at 10 µM; 310,000 compounds, 0.92% hits; AID 463111;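 active = B-score of the integrated calcium signal more than 4 SD below the library mean, with starting fluorescence not abnormally high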;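 note: negative B-score means reduced calcium response which marks RGS4 activation or potentiation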
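Material: M3R-expressing HEK293 line, RGS4 induced by doxycycline | Schedule: Overnight RGS4 induction, 30 min dye load 37 °C, 20 min compound RT | Measured by: Fluo4 fluorescence kinetic imaging of calcium | Read-out: Integrated calcium ratio converted to B score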
GSK3 alpha inh – inhibitors of human GSK-3 alpha kinase | P49840 | ADP-Glo luminescence, 60 min | inhibition, % at 10 µM | 320,000 compounds, 0.1% hits | AID 2650;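 in the data active = inhibition above about 50%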;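 note: GST-tagged GSK-3 alpha with peptide substrate and 25 µM ATP; 0% = DMSO neutral wells and 100% = GW8510 positive control wells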
GSK3beta inhib – inhibitors of human GSK3beta kinase. activity score (negative = inhibition), % at 10 µM. GST-GSK3beta kinase, ADP-Glo luminescence, 60 min; hits give low values. 300,000 compounds, 0.038% hits. P49841;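 active = more than half of replicate wells score below -50%, meaning over 50% inhibition versus plate controls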;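 note: 0% = median DMSO wells and -100% = median GW8510 positive control wells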
Target sequence (P49841 whole entry, looked up): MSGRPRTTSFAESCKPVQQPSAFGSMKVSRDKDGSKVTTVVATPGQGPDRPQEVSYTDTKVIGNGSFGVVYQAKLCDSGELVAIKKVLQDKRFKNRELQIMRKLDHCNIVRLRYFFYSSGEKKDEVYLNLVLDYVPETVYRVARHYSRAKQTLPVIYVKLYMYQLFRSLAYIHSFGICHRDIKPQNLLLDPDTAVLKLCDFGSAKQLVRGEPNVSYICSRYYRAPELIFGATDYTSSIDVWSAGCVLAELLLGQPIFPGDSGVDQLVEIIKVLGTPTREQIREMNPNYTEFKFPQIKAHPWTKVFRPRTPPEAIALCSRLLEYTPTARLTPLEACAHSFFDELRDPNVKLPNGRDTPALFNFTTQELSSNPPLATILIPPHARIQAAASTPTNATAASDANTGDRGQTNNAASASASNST
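test system = GST-tagged human GSK3beta kinase, cell-free | reagent = 25 µM ATP with peptide substrate | dosing = one dose of 10 µM per compound | schedule = 60 min reaction, RT | detection = luminescent ADP-Glo measurement of ADP formed | control set = DMSO neutral wells and GW8510 at 20 µM as positive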
KCNQ1 inh – human KCNQ1 channel inhibition. P51787. CHO-K1 KCNQ1, FluxOR thallium flux fluorescence; hits give high values. B-score at 10 µM. 310,000 compounds, 1.3% hits;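 active = compounds whose thallium flux B-score, printed positive for inhibition, exceeds three library SD while starting fluorescence stays within three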;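 note: channel opened by potassium depolarization with thallium stimulus after 20 min compound exposure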
* = called active by the depositor; i = inactive; / = no result given. These rows are one share of the data, so the mix of outcomes need not match the whole.

The line under a structure holds: DYRK1A inh, KCNK3 inh, hERG rescue, RGS4 inh, KCNQ1 pot, PolyA inh, KCNK9 block, RGS4 act, GSK3 alpha inh, GSK3beta inhib, KCNQ1 inh
> O=S(=O)(c1cc(C(F)(F)F)ccc1Cl)N1CCN(c2ccccn2)CC1
 : 6.6, i, -10.5, i, i, i, i, i, -3.4, -0.3, i
> CCC(=O)N1CCc2cc(S(=O)(=O)N3CCN(c4ccccc4Cl)CC3)ccc21
 : 4.6, i, -6.7, i, i, i, i, i, 1.0, -6.4, i
> C/C(=N\NC(=O)CNC(=O)c1ccc2c(c1)OCCO2)c1ccco1
 : -5.0, i, -5.8, i, i, i, i, i, -4.0, 0.9, i
> CCN(c1cccc(C(F)(F)F)c1)S(=O)(=O)c1ccc2c(c1)CCN2C(C)=O
 : -5.9, i, -5.8, i, i, i, i, i, -0.6, -1.4, i
> Cc1ccc(S(=O)(=O)c2c[nH]c3cc4c(cc3c2=O)OCO4)cc1
 : /, /, -4.9, i, i, i, i, i, 0.1, -0.6, i
> CC(O)CCc1ccc(O)cc1 (stereo not given)
 : 2.0, i, -5.6, i, i, i, i, i, -1.4, 1.9, i
> Cc1nn(C)cc1/C=N/NC(=S)Nc1ccccc1
 : 3.7, i, -13.0, i, i, i, i, i, 2.0, -1.1, i
> O=C(O)CCC(=O)N1CCC[C@H]1C(=O)O
 : 3.1, i, 0.6, i, i, i, i, i, -1.9, 3.3, i
> COc1ccc(/C=C/C(=O)c2ccccc2)cc1Cn1nnc2ccccc21
 : -1.9, i, -10.2, i, i, i, i, i, -0.4, 2.2, i
> COc1cccc(-n2c(SCC(=O)OC(C)C)nnc2-c2cccnc2)c1
 : -2.6, i, -7.7, i, i, i, i, i, -1.3, 6.2, i
> COCCN(C(=O)Nc1ccc(OC)cc1OC)C1CCN(C(C)=O)CC1
 : -7.1, i, -3.0, i, i, i, i, i, -3.0, 2.8, i
> O=C(CC1NCCNC1=O)NC1Cc2ccccc2C1 (stereo not given)
 : 4.2, i, -3.4, i, i, i, i, i, 1.3, 3.0, i
> O=C(O)CCN1C(=O)c2ccccc2C1=O
 : 0.1, i, -13.8, i, i, i, i, i, -1.4, -0.6, i
> CC(C)CC(=O)Nc1c2c(nn1-c1ccc(F)cc1)CSC2
 : 7.8, i, -8.4, i, i, i, i, i, -0.2, 1.2, i
> COc1ccc(NC(=O)CSc2nnc(N)s2)c([N+](=O)[O-])c1
 : /, i, -9.8, i, i, i, i, i, -1.0, -5.2, i
> O=C(c1noc2c1CCCC2)N1CCCC(N2CCN(c3ccccc3F)CC2)C1 (stereo not given)
 : -1.4, i, -9.4, i, i, /, i, i, 13.7, -0.8, i
> O=S(=O)(NC1CCCC1)c1cc(F)ccc1F
 : 4.4, i, -6.5, i, i, i, i, i, -2.5, 0.2, i
> Cc1ccc(C(=O)COc2cc(C)nc3nncn23)cc1
 : 10.4, i, -4.2, i, i, i, i, i, -2.5, -2.9, i
> Cc1ccc(SCC(=O)N=C2NC(=O)CS2)cc1
 : 0.2, i, -7.9, i, i, i, i, i, -5.1, 0.2, i
> COc1ccccc1C1=NN(C(=S)Nc2ccccc2)C(c2ccco2)C1 (stereo not given)
 : -3.0, i, -2.2, i, i, i, i, i, -3.8, 4.6, i
> COC(=O)c1cc(OC)c(OC)cc1-n1cnc2cc(OC)c(OC)cc2c1=O
 : /, i, -4.3, i, i, i, i, i, 0.8, 5.5, i
> Cc1ccc(-c2ccc([C@H]3[C@@H]4C=CCC[C@@]4(C)C(=O)N3Cc3ccccc3)c(F)c2)cc1
 : 4.9, i, -9.4, i, i, i, i, i, 1.6, -5.8, i
> Cn1c(Cl)nc2c1c(=O)n(Cc1cccc(Br)c1)c(=O)n2C
 : 9.2, i, -8.2, i, i, /, i, i, 1.9, 0.2, i
> CCc1ccc(-c2nc(CN3CCC(C(=O)NCCc4ccc(OC)c(OC)c4)CC3)c(C)o2)cc1
 : -9.5, i, -13.8, i, i, i, i, i, -1.2, -0.2, i
> CCCN1CCC(NC(=O)Nc2ccc(OC)c(OC)c2)CC1
 : 4.8, i, -7.2, i, i, i, i, i, -0.2, 1.7, i
> CC1CC(C)CN(C(=O)c2ccc(S(=O)(=O)N3CC(C)CC(C)C3)cc2)C1 (stereo not given)
 : -6.5, i, -6.0, i, i, i, i, i, -1.8, 1.8, i
> Cc1cccc(C(=O)NNc2ncnc3c2cnn3C)c1
 : -3.4, i, -5.6, i, i, i, i, i, 2.2, 7.4, i
> Cc1cccc(/C=N/NC(=O)c2ccc(F)cc2)n1
 : 2.0, i, 0.4, i, i, i, i, i, 3.1, 0.5, i
> CC(/C=C/C1(O)C(C)CC(O)CC1(C)C)OC1OC(CO)C(O)C(O)C1O (stereo not given)
 : -5.7, i, -6.4, i, i, i, i, i, -0.2, -22.5, i
> COc1ccc(NC(=O)CSc2ccccc2)c(OC)c1
 : 5.4, i, -8.2, i, i, i, i, i, -1.4, 0.9, i
> CC(=O)Nc1ccc(C(=O)N/C(=C/c2ccccc2)C(=O)NCc2ccco2)cc1
 : 15.7, i, -5.2, i, i, i, i, i, -2.0, /, i
> Cc1noc(C)c1S(=O)(=O)N1CCC(C(=O)Nc2ccccn2)CC1
 : -2.2, i, -4.9, i, i, i, i, i, 1.6, 1.8, i
> CCn1c(=O)c2cc(C(=O)NC(C)C)sc2c2ccccc21
 : 3.0, i, -2.6, i, i, i, i, i, 2.5, 0.2, i
> CCC(C)c1ccc(NC(=S)NCc2ccccc2OC)cc1 (stereo not given)
 : 3.6, i, -23.0, i, i, i, i, i, /, -1.9, 9*
> Cc1cccc(NC(=O)CCS(=O)(=O)c2cc3c(cc2Cl)NC(=O)CO3)c1
 : 10.5, i, -8.0, i, i, i, i, i, -1.1, -0.3, i
> CCCCN1C(=O)NC(NC(=O)c2ccco2)(C(F)(F)F)C1=O (stereo not given)
 : 3.5, i, -11.5, i, i, i, i, i, -2.2, -1.4, i
> Cc1cccc(-n2cnc(C(=O)NC3CCCCCC3)c2)n1
 : 1.5, i, -2.5, i, i, i, i, i, 0.9, 0.1, i
> S=C1NCN(Cc2ccco2)CN1c1ccccc1
 : -1.3, i, -3.4, i, i, i, i, i, -0.6, -2.5, i
> Cc1cc(C)n(NC(=S)NC2CCCCC2)c(=O)c1C#N
 : 5.4, i, -9.3, i, i, i, i, i, -3.7, 0.8, i
> NNC(=O)c1oc2ccccc2c1-n1cccc1
 : -3.9, i, -19.3, i, i, i, i, i, 0.0, -0.3, i
> Cc1ccc(C)c(C(=O)CCC(=O)O)c1
 : -3.0, i, -4.2, i, i, i, i, i, -2.7, 0.9, i
> O=[N+]([O-])c1ccc(C2NS(=O)(=O)N=C3CCCCCN32)cc1 (stereo not given)
 : 30.6, i, -7.3, i, i, i, i, i, -2.0, -0.3, i
> O=C(O)/C(=C\c1cccs1)c1ccc(F)cc1
 : 7.8, i, -3.8, i, i, i, i, i, -3.6, 3.6, i
> CC1=C(C)CC(C(=O)Nc2cccc([N+](=O)[O-])c2)C(C(=O)O)C1 (stereo not given)
 : -1.1, i, -5.2, i, i, i, i, i, 0.3, 1.4, i
> CCOCCCn1c(=S)[nH]c2cc(C(=O)N3CCC(C(N)=O)CC3)ccc2c1=O
 : -1.9, i, -15.3, i, i, i, i, i, -4.2, -0.1, i
> CCCCCCC1CCC(C(=O)NC(CCSC)C(=O)NC(C(=O)OC)C(C)C)CC1 (stereo not given)
 : -0.5, i, -5.9, i, i, i, i, i, -0.4, -2.0, i
> CC1CCN(c2ccccc2NC(=S)NC(=O)C(C)(C)C)CC1
 : -4.3, i, -8.2, i, i, i, -10.5*, i, -5.6, 1.4, i
> COc1cccc(Oc2ccc3nnc(C(F)(F)F)n3n2)c1
 : 0.0, i, -7.0, i, i, i, i, i, -2.0, 3.4, i
> O=C1/C(=C/c2ccncc2)SC(=S)N1C1CCS(=O)(=O)C1 (stereo not given)
 : 7.5, i, -9.2, i, i, i, i, i, -0.6, -0.3, i
> Cc1ccc(S(=O)(=O)N2CCN(c3ncccn3)CC2)cc1C
 : 7.7, i, -4.0, i, i, i, i, i, -1.5, -2.5, i
> CC(=O)C1C(c2ccccc2)c2c(n[nH]c2C)CC1(C)O (stereo not given)
 : -1.8, i, -7.8, i, i, i, i, i, 1.2, -6.1, i
> CCCCNC(=S)N(C)/N=C/c1ccc(OCC(=O)Nc2c(C)cc(C)cc2C)c(OC)c1
 : 4.6, i, -5.2, i, i, i, i, i, -2.6, 1.5, i
> CCC(=O)N(CCN1CCOCC1)Cc1cc2cc3c(cc2nc1Cl)OCO3
 : -0.7, i, -8.8, i, i, i, i, i, 7.9, 2.5, i
> COc1cccc(NC(=O)N2CCC(NC(=O)C(Cc3cccc(C)c3)NC(C)=O)CC2)c1 (stereo not given)
 : -2.1, i, -9.4, i, i, i, i, i, -1.7, -0.6, i
> CN(C)c1cc[n+](CCC(=O)Nc2cccc([N+](=O)[O-])c2N)cc1
 : -8.6, i, -3.8, i, i, i, i, i, -1.5, -0.8, i
> Cc1cc(-c2n[nH]c(=S)n2/N=C/c2ccccc2[N+](=O)[O-])n[nH]1
 : 2.9, i, -2.0, i, i, i, i, i, 12.3, -7.8, i
> CCC(=O)N1CCN(c2ccccc2NC(=O)COc2ccccc2Cl)CC1
 : 13.8, i, -17.9, i, i, i, i, i, 3.6, -3.8, i
> Cn1nc(C(F)(F)F)c(C(=O)Nc2ccc(F)cc2F)c1Sc1ccc(Cl)cc1
 : -2.7, i, -3.7, i, i, i, i, i, -0.6, 0.0, i
> COc1ccc(-c2noc(-c3ccc4c(c3)OCO4)n2)cc1
 : 6.4, i, -0.5, i, i, i, i, i, -0.5, 0.5, i
> COc1ccc(/C=C/C(=O)OCC(=O)Nc2ccc3[nH]c(=O)[nH]c3c2)cc1OC
 : 5.8, i, -8.4, i, i, i, i, i, 3.8, -1.7, i
> OCC1(Cc2ccccc2)CCN(Cc2cc3ccccc3o2)CC1
 : -1.7, i, -25.4, i, i, i, i, i, -2.8, -2.2, i

High-throughput results from PubChem.
